High-throughput results (PubChem)
CFTR F508del cor: correctors of CFTR F508del function in bronchial epithelial cells | CFBE cells, YFP halide quenching; stimulated with forskolin plus potentiator P3; % fluorescence drop versus neutral controls | activity (quench increase), % at 7.58 µM | 350,000 tested, 0.36% active;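 active = mean added fluorescence quench of at least 8% versus neutral control, with both replicates also reaching 8%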;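 also: cells transiently co-express mutant CFTR-F508del with the halide-sensitive YFP; corrector assay measuring rescue of mutant channel to the surface after 24 h compound exposure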
INS-1E GSIS act: primary screen for activators of insulin secretion dependent on glucose, INS-1E cells, GLuc reporter luminescence; 370,000 tested, 0.61% active; activation, % at 16.6 µM; AID 743287; INS-1E GLuc reporter insulin secretion, 2-3 h;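 active = lowest replicate activation of at least 40%, so every replicate reaches that level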;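 also: 0% = median of neutral control wells and 100% = median of IBMX positive control wells; some compounds called inactive have numbers as strong as hits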
Active calls of the source: *. Not all compounds are listed (hit frequency here may not be typical).

nr	SMILES	CFTR F508del cor	INS-1E GSIS act
1	O=C(C[C@@H]1C=C[C@H](NS(=O)(=O)c2ccccc2)[C@H](CO)O1)N1CCN(c2ccccc2)CC1	-1.9	1.8
2	C/C(=C(\C#N)C(=O)NCCN1CCOCC1)N(C)C	-2.8	17.5
3	COc1ccc(-c2nnc(SCC(=O)N3CCCC(C)C3)o2)c(OC)c1 (centres undefined)	3.6	-0.3
4	CCOC(=O)[C@]12CCC=C1N(Cc1ccc3c(c1)OCO3)C(=O)[C@H](CC(=O)N1CCCCC1)C2	-4.1	-6.5
5	CCOc1ccccc1N(CC(=O)NCCc1ccc(OC)cc1)S(=O)(=O)c1ccc(C)cc1	3.0	-24.8
6	COC(=O)c1cn(-c2ccccc2)nc1-c1ccc(OC)cc1	-3.5	5.0
7	O=C(Cn1cnc2ccccc2c1=O)NCC(=O)N1CCOCC1	1.3	3.9
8	COc1ccc(N=Cc2ccc(-c3ccccc3)o2)cc1	-0.2	-1.7
9	CCOC(=O)/C(C#N)=C/c1cn(CCC(=O)O)nc1-c1ccc(Br)cc1	1.6	2.1
10	C=CCNC(=S)Nc1sc2c(c1C(=O)OCC)CC(C)(CC)OC2 (centres undefined)	0.8	0.3
11	COc1ccc2c3c(n(C)c2c1)[C@H](CO)N(C(=O)c1ccccn1)CC31CN(C(=O)c2ccccn2)C1	0.5	26.9
12	CCOC(=O)CSC1=C(C#N)C(c2sccc2C)C(C(C)=O)=C(C)N1 (centres undefined)	-0.6	-5.4
13	CCCS(=O)(=O)N1CCCC(C(=O)c2cccc(Cl)c2)C1 (centres undefined)	-3.6	10.8
14	COc1ccc(-c2oc3c(c2C#CC2(O)CCCCC2)C(OC(C)=O)CCC3)cc1 (centres undefined)	-2.9	108.3
15	Cc1cccc(C(=O)NNC(=O)c2ccccc2C)c1	-3.2	1.7
16	CN(C)C(=N)c1n[nH]nc1SCc1ccccc1	-0.6	10.2
17	CC(C)Cn1c(CN2CCN(C(=O)c3ccco3)CC2)nc2c1c(=O)n(C)c(=O)n2C	1.2	8.8
18	COc1cccc(NC(=O)CCC2CCN(C(=O)C(OC)c3ccccc3)CC2)c1 (centres undefined)	2.3	-11.9
19	CCc1ccccc1NC(=O)N1CCC(NC(=O)C(Cc2ccccc2)NC(C)=O)CC1 (centres undefined)	-1.5	9.5
20	CCOC(=O)c1c(-c2ccc(C)o2)csc1NC(=O)CN1CCC(C(N)=O)CC1	5.4	-2.1
21	CN(C)CC(=O)N1[C@@H](CO)[C@@H](c2ccccc2)C12CN(C(=O)c1cccc(F)c1)C2	-1.6	4.4
22	O=C(Nc1cccnc1)c1c(F)cccc1F	-1.4	7.4
23	COC(=O)[C@H]1[C@H](CO)[C@H]2Cn3c(ccc(-c4ccccc4OC)c3=O)[C@H]2N1CC1CCCCC1	0.0	-9.5
24	COc1ccc(CCNC(=O)c2cccnc2SC)cc1	-0.5	3.9
25	COc1ccc2c3c(n(C)c2c1)[C@@H](CO)N(C(=O)C1CCCC1)CC31CCN(C(=O)CN(C)C)CC1	-0.1	-9.3
26	Cc1nc([N+](=O)[O-])c(SCC(N)=O)n1Cc1ccccc1	-5.1	21.1
27	O=C(C[C@H]1C=C[C@@H](NC(=O)C2CCOCC2)[C@H](CO)O1)Nc1ccccc1	-0.5	18.0
28	C=CCNCCOCCOc1ccccc1-c1ccccc1	4.5	-1.2
29	COc1ccccc1-n1cnnc1SCC(=O)Nc1cc(C)on1	1.0	3.3
30	COC(=O)C1=C(C)NC(=S)N(C(C)=O)C1c1ccc(OC)c(OC)c1 (centres undefined)	-0.1	-2.9
31	C(=N\Nc1ccccn1)/c1ccc(N2CCOCC2)cc1	-0.7	1.0
32	O=C(N/N=C/c1cc2c3c(c1O)CCCN3CCC2)c1ccccc1O	8.3*	10.5
33	CN(C[C@H]1[C@@H](c2ccccc2)[C@@H](CO)N1C(=O)C1CCC1)C(=O)c1ccncc1	-0.2	-3.5
34	O=C(C[C@H]1C=C[C@@H](NC(=O)C2CCOCC2)[C@@H](CO)O1)Nc1nccs1	-0.7	9.3
35	O=S(=O)(NC1CC1)c1ccc(S(=O)(=O)N2CCN3CCCC3C2)cc1 (centres undefined)	-0.3	1.5
36	COCC1CCN(C(=O)c2cc(COc3ccc(F)cc3Cl)on2)C1 (centres undefined)	-3.1	1.7
37	COc1ccc2c3c([nH]c2c1)[C@@H](CO)N(C(=O)CN1CCOCC1)CC31CCN(C(=O)NC(C)C)CC1	-0.1	25.5
38	CCc1sc(C(=O)Nc2ccccc2N2CCOCC2)cc1C	-0.4	2.3
39	Cc1ccccc1NP1(=O)OCCCN1Cc1ccccc1Cl (centres undefined)	6.8	-36.3
40	Cc1ccc2nc(-c3cccc(Br)c3)c(Cc3cccc(F)c3)n2c1	0.7	-25.2

Random excerpt: three records from the list, in no set order.
nr	SMILES	CFTR F508del cor	INS-1E GSIS act
30	COC(=O)C1=C(C)NC(=S)N(C(C)=O)C1c1ccc(OC)c(OC)c1 (centres undefined)	-0.1	-2.9
34	O=C(C[C@H]1C=C[C@@H](NC(=O)C2CCOCC2)[C@@H](CO)O1)Nc1nccs1	-0.7	9.3
24	COc1ccc(CCNC(=O)c2cccnc2SC)cc1	-0.5	3.9

Grouped by structure: those above with two or more sulfur atoms (three)
nr	SMILES	CFTR F508del cor	INS-1E GSIS act
10	C=CCNC(=S)Nc1sc2c(c1C(=O)OCC)CC(C)(CC)OC2 (centres undefined)	0.8	0.3
12	CCOC(=O)CSC1=C(C#N)C(c2sccc2C)C(C(C)=O)=C(C)N1 (centres undefined)	-0.6	-5.4
35	O=S(=O)(NC1CC1)c1ccc(S(=O)(=O)N2CCN3CCCC3C2)cc1 (centres undefined)	-0.3	1.5

(more compounds)
nr	SMILES	CFTR F508del cor	INS-1E GSIS act
41	O=Cc1ccc(OC(=O)c2cc(Cl)nc3ccccc23)cc1	-1.9	8.2
42	O=C(NCc1ccco1)C1CCC(N2C(=O)c3ccccc3C2=O)CC1 (centres undefined)	-4.2	19.1
43	N[C@H]1CC[C@H](CCn2cc(C3CC3)nn2)O[C@@H]1CO	5.4	8.4
44	COc1ccc2c3c([nH]c2c1)[C@@H](CO)N(C(=O)C1CCCC1)CC31CN(S(C)(=O)=O)C1	-1.5	-11.7
45	CCCCCCCC(=O)OC(CN1CCCCC1)CN1CCCC1=O (centres undefined)	0.9	10.7
46	O=c1c2ccccc2cnn1-c1nc2ccccc2[nH]1	0.2	9.7
47	Cn1nccc1C(=O)N1CCCC(C(=O)c2cccc3ccccc23)C1 (centres undefined)	0.7	3.2
48	O=C(O)CN(c1ccccc1)S(=O)(=O)c1cc(C(F)(F)F)cc(C(F)(F)F)c1	-0.1	2.3
49	NS(=O)(=O)c1ccc(NC(=O)CN2CCN(S(=O)(=O)c3cccs3)CC2)cc1	2.0	-8.9
50	CN(C)c1ccc(C(=S)N2CCN(C(=S)Nc3cccc4ccccc34)CC2)cc1	-3.4	-5.7
51	COc1ccc2c3c([nH]c2c1)[C@@H](CO)N(Cc1ccccc1F)CC31CN(C(=O)C2CC2)C1	-1.0	8.4
52	CC(C)(O)CN(C(=O)c1ccccc1)C1CCCCC1	1.6	27.7
53	COc1ccc(CCc2nnc(CCC(=O)NCc3cnn(-c4ccccc4C)c3)o2)cc1	2.6	0.7
54	Cc1cc(C(=O)NC2=NCCS2)c2ccccc2n1	0.1	-11.5
55	O=S(=O)(c1ccc(OCC(O)CN2CCC(Cc3ccccc3)CC2)cc1)N1CCOCC1 (centres undefined)	-0.2	-19.8
56	COc1ccc(CNC(=O)c2ccc(C(C)C)cc2)cc1	0.0	-1.4
57	Cc1cc(C)c(OCCN2CC(C)OC(C)C2)c(Br)c1 (centres undefined)	2.8	15.3
58	COc1cc(C=C(C#N)C(=O)c2ccccc2)cc(OC)c1OC	-1.3	4.5
59	CCOC(=O)c1sc(NC(=O)Cc2c(F)cccc2Cl)nc1C	3.0	11.6
60	O=c1cnc2ccccc2n1CC1CCCCC1	8.6*	23.8
61	Oc1ccccc1	2.4	0.8
62	O=C(N/N=C/c1c[nH]c2ccccc12)C1CC(=O)N(c2ccccc2)C1 (centres undefined)	2.3	-0.9
63	CC1=C(C)SC(=C(C#N)c2nnc(N3CCOCC3)n2-c2ccccc2)S1	0.7	19.9
64	COc1ccc(O)c(/C=N/NC(=S)Nc2cccnc2)c1	-3.2	10.3
65	COc1ccc2c3c(n(C)c2c1)[C@@H](CO)NCC31CN(CC2CC2)C1	1.3	21.6
66	CC1CCCCC1NC(=S)Nc1cccc(S(=O)(=O)N(C)C)c1 (centres undefined)	-0.2	-20.9
67	CCOC(=O)C1CCN(S(=O)(=O)Cc2ccccc2)CC1	-0.5	8.2
68	O=C(COC(=O)c1cncc(Br)c1)NCc1ccccc1Cl	-0.7	7.3
69	O=C(O)c1sc(C(=O)O)c(-c2ccccc2)c1-c1ccccc1	2.4	15.2
70	CN(C)C(CNC(=S)Nc1ccc(F)cc1)c1cccnc1 (centres undefined)	-1.2	16.6
71	Cc1ccc(NC(=O)C2=C(c3ccccc3)S(=O)(=O)CCS2(=O)=O)cc1	-2.3	155.2*
72	C(=N\N1CCN(Cc2cccc3ccccc23)CC1)/c1cccnc1	-3.6	-6.1
73	O=C(CN1CCN(c2ccccc2F)CC1)NC(=O)NCc1ccco1	-2.2	-6.1
74	CCOC(=O)[C@]12CCCC=C1N(Cc1ccco1)C(=O)[C@H](CC(=O)N1CCSCC1)C2	-1.0	0.6
75	O=S(=O)(c1ccc(NC(=S)N2CCCCC2)cc1)N1CCCCC1	0.2	-4.8
76	O=C(NCc1ccc2c(c1)OCO2)C1CC(=O)N(C2CCCCCC2)C1 (centres undefined)	-1.0	4.0
77	CCC1CCCCN1CC(=O)Nc1cc(C)nn1-c1nc(C)cc(C)n1 (centres undefined)	2.5	51.1
78	O=C(NCCc1ccccc1)c1cccnc1N1CCCCCC1	-0.6	5.5
79	O=c1c2c(-c3ccccc3)csc2ncn1/N=C/c1ccc(O)c([N+](=O)[O-])c1	2.3	-17.4
80	COc1ccc2c3c(n(C)c2c1)[C@H](CO)N(C(=O)C1CCCC1)CC31CCN(C(=O)c2ccncc2)CC1	0.9	2.3
81	O=C(CN1C(=O)NC2(CCCCCC2)C1=O)N1CCN(S(=O)(=O)c2ccccc2)CC1	-0.7	-2.6
82	COc1ccc2c3c([nH]c2c1)[C@H](CO)N(C(=O)Nc1cccc(F)c1)CC31CN(S(=O)(=O)c2cccc(C)c2)C1	0.4	0.9
83	CCCC(=O)Nc1nc(CC(=O)OCC)cs1	-2.7	7.2
84	CCCNC(=O)N1CC2(CN(C(=O)C3CCCCC3)C2)c2c([nH]c3cc(OC)ccc23)[C@H]1CO	-1.0	-10.2
85	O=c1cc(CN2CCN(c3ccccc3)CC2)nc2scc(-c3ccccc3)n12	1.7	5.4
86	CCCNC(=O)N1CC2(CN(C(=O)CC)C2)c2c(n(C)c3cc(OC)ccc23)[C@@H]1CO	0.5	0.6
87	COc1ccccc1CNC(=O)c1cc(=O)c2ccccc2o1	-1.9	-6.0
88	COc1ccc2c3c(n(C)c2c1)[C@H](CO)N(C(=O)Nc1ccccc1F)CC31CCN(C(C)=O)CC1	-3.1	-0.2
89	O=C(OCC(=O)c1ccc[nH]1)c1ccc2ccccc2n1	2.3	-0.3
90	CN1CCc2nc(SCc3ccc(Cl)cc3)c(C#N)c(-c3cccs3)c2C1	-2.4	10.0
91	CCOc1ccc(CNC(=O)CN2C(=O)CSc3ccc(S(=O)(=O)N4CCOCC4)cc32)cc1	-2.1	-15.7
92	CCC(=O)N1CCC2(CC1)CN(C(=O)Nc1ccc(F)cc1)[C@@H](CO)c1c2c2ccc(OC)cc2n1C	2.1	-8.9
93	Cc1cccnc1CCNC(=O)CC1C(=O)NCCN1CC1CCCCC1 (centres undefined)	2.0	-7.9
94	CC=Cc1ccc2n(c1=O)C[C@H]1[C@H](CO)[C@@H](C(=O)NC3CCCC3)N(CCC)[C@@H]21 (mixture of isomers)	3.6	0.8
95	COCCCNC(=O)C[C@@H]1C[C@@]2(C(=O)OC)CCCCC=C2N(Cc2ccccc2)C1=O	1.8	-3.3
96	CSc1ccccc1NC(=O)CN(C)Cc1cccc(Cl)c1	-2.8	6.8
97	O=c1[nH]c2ccccc2c(O)c1Cc1ccccc1	3.3	-4.1
98	COC(=O)c1ccc(CSc2cc(C)c3cc(C)cc(C)c3n2)o1	-1.6	-37.5
99	O=C(NCc1ccco1)/C(=C\c1ccco1)NC(=O)c1cccs1	3.0	2.0
100	COc1cc(C2Nc3cccc4cccc(c34)N2)cc(OC)c1O	0.4	-5.1

More compounds follow:
nr	SMILES	CFTR F508del cor	INS-1E GSIS act
101	CCOC(=O)C(=O)Nc1ccccc1C#N	-2.2	2.8
102	Cc1ccc(-c2nnn(CC(=O)N3CCN(c4ccccc4)CC3)n2)o1	-2.2	20.1
103	COC(=O)c1ccc(NC(=O)Cn2nc(C)cc2C)cc1	1.5	10.0
104	CN(CC(=O)Nc1ccccc1Cl)C(=O)COc1cccc2c1OC(C)(C)C2	-5.3	-14.9
105	Cc1ccc2c(c1)CCCN2C(=O)C1CCCO1 (centres undefined)	-2.1	58.0
106	COc1ccc2c3c(n(C)c2c1)[C@@H](CO)N(C(=O)C1CCC1)CC31CCN(C(=O)Nc2cccc(F)c2)CC1	-1.2	-28.4
107	CCC(CO)NCc1sccc1C (centres undefined)	6.0	8.2
108	Nc1sc(-c2ccccc2)cc1C(=O)NCCc1ccc(Cl)cc1	0.1	-14.0
109	COc1ccc(C)cc1N/C(N)=N/c1nc(C)cc(C)n1	1.5	-2.7
110	COc1ccc(CCNC(=O)CSc2nc3[nH]ncc3c(=O)[nH]2)cc1OC	2.8	1.1
111	COc1ccc2c3c([nH]c2c1)[C@@H](CO)N(C(=O)C1CC1)CC31CCN(Cc2nccs2)CC1	-2.8	-11.7
112	CCc1ccc(-c2nc(NC(=S)NC(=O)c3cccs3)sc2C)cc1	-1.2	6.4
